Source: PubChem BioAssay
Cardio protect: protects H9c2 cardiomyocytes from peroxide injury. H2O2 injury protection, ATPLite, 2 h. 0.63% of 360,000 active. AID 588492. protection from H2O2 cell death, % at 20 µM;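 active means compounds giving at least 50% protection of heart cells from peroxide-induced death in the single-dose screen, raw or plate-pattern-corrected value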;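 further: 0% = DMSO wells with peroxide and 100% = DMSO wells without peroxide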
ABCB6 inh 2: inhibitors of human ABC transporter ABCB6. Q9NP58. K562-ABCB6 porphyrin accumulation, flow cytometry, 1 h; stronger effect = lower value. fluorescence ratio to DMSO, % at 10 µM. 0.19% of 360,000 active;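 active means fluorescence ratio to DMSO below 75%, the collection mean minus 3 SD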;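 further: signal is porphyrin accumulated inside mitochondria; 100% equals median channel fluorescence of DMSO control wells; lower ratio means ABCB6 inhibition with less porphyrin fluorescence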
m5-HT2A agonist: agonists of mouse serotonin 5-HT2A receptor (HTR2A) | P35363 | CHO-K1 mHTR2A beta-arrestin complementation, luminescence; percent of 30 µM serotonin response | activation, % at 7.6 µM | 0.66% of 360,000 active | AID 624169;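 active means activation above a run cutoff, the mean activation of all tested compounds plus 3 SD, cut at about 14% in these data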;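 further: 0% = plate median of compound wells and 100% = 30 µM serotonin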
Target sequence (P35363 whole entry, looked up): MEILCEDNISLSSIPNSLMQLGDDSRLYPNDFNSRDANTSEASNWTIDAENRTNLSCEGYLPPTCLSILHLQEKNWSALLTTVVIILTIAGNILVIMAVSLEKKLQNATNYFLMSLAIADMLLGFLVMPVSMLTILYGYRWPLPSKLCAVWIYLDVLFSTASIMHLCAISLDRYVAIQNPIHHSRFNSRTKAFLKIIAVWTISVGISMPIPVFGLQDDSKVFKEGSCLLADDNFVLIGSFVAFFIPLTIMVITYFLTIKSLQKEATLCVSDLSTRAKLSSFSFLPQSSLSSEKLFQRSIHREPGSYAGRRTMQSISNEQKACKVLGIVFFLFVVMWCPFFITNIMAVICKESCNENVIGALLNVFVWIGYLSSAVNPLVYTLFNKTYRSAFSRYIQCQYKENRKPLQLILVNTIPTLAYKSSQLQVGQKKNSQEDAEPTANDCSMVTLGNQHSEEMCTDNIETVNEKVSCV
Vif inh: inhibitors of HIV Vif | 0.35% of 340,000 active | HEK293T cells, Vif self-association by quenched fluorescence, imaging, 24 h | AID 602346 | inhibition, % at 7.49 µM; in the data active means inhibition above about 50%, passing the limit was not always enough; further: some results filed as inactive read as strong as hits
CaV13 ICDI inh: Primary screen for inhibitors of IQ motif and Ca2+-dependent inactivation inhibitor domain binding in CACNA1D, Förster resonance energy transfer in living cells, … | AID 743397 | inhibition, % at 12.3 µM | 0.098% of 340,000 active | HEK cells, CFP/YFP FRET ICDI-IQ, plate reader, 10 min; percent FRET-ratio fall versus neutral wells;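 active means mean replicate inhibition of at least 30% and at least 1% of replicates passing that level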;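 further: 0% = median of the neutral control wells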
Granule exo inh: lytic granule exocytosis inhibition | inhibition, % at 10 µM | 0.66% of 360,000 active | TALL-104 LAMP-1 surface exposure, flow cytometry; cells stimulated with thapsigargin and PMA;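 active means inhibition above about 55%, limit read from the data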
PDI inh: blocks human protein disulfide isomerase activity; 0.052% of 350,000 active; inhibition, % at 10 µM; PDI insulin aggregation turbidity, A650, 90 min; P07237; AID 588391;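 active means mean inhibition across replicates of 30% or more, whatever share of single replicates reach that level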;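 further: absorbance from insulin aggregation driven by PDI reduction with DTT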
Target sequence (P07237 whole entry, looked up): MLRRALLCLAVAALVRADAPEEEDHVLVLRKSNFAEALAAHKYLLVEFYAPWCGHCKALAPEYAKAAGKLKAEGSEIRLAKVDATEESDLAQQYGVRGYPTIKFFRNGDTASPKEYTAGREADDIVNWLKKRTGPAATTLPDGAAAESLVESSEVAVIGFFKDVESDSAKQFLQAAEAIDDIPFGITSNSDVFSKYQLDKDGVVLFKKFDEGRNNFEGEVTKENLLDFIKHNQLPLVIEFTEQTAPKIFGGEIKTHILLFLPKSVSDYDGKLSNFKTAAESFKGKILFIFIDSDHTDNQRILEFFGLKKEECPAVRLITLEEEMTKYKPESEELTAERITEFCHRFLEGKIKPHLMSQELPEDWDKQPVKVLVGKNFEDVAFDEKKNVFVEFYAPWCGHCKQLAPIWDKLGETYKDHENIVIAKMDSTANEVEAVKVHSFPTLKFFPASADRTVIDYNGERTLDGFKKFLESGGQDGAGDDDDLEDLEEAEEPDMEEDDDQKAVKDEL
aDG glyco up: alpha-DG glycosylation activation; 0.22% of 360,000 active; Pro5-aDG cells, alpha-DG glycosylation AlphaScreen (IIH6); 0% Pro5, 100% B10-LARGE cell signal; activation, % at 10 µM;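 active means activation of at least 8% versus controls, or a plate z-score of at least 8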;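 further: Pro5 are CHO cells carrying HIG-tagged alpha-DG that lacks glycosylation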
N-glyco inh: blocks N-linked glycosylation in D54 reporter cells; D54 ERlucT glycosylation luciferase reporter, 24 h; percent of 100 nM tunicamycin response; reporter increase, % at 12.5 µM; 0.23% of 360,000 active; AID 588692;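 active means mean luciferase reporter signal, scaled so untreated is 0 and the glycosylation-blocking control 100, at or above a set limit in every replicate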;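 further: luciferase carries N-glycosylation sites so blocking glycosylation raises the light; 0% = median of neutral control wells and 100% = median of 100 nM tunicamycin wells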
iPSC survival up: hiPSC single-cell survival enhancement; ATPlite luminescence; 100% = ROCK inhibitor wells, 0% = DMSO; survival enhancement, % at 20 µM; 0.044% of 360,000 active; AID 602274; in the data active means survival enhancement above about 18%;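 further: cells exposed to compounds for 16 hours before the ATP read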
The depositor's hits bear a star; / = not tested or not shown.

#1 O=C1Nc2ccc(Cl)cc2C(=O)C1(F)c1ccccc1 (stereo not given)
#2 O=C(NCCCn1ccnc1)C(=O)NCC1OCCCN1S(=O)(=O)c1ccccc1 (stereo not given)
#3 Cc1ccc(OCC(=O)Nc2ccccc2Sc2ccc(Cl)cc2)c([N+](=O)[O-])n1
#4 CC(CN1CCN(c2ccccc2)CC1)c1ccccc1 (stereo not given)
#5 NS(=O)(=O)c1ccc(CCNC(=O)c2ccc(Cl)c(S(=O)(=O)N3CCCCC3)c2)cc1
#6 O=C1C2=C(C(c3ccccc3)=NCCN2)C(c2cccc([N+](=O)[O-])c2)N1c1ccccc1 (stereo not given)
#7 COC(=O)COc1cccc(NS(=O)(=O)c2cccc([N+](=O)[O-])c2)c1
#8 CCc1c(C)sc(NC(=O)CN2CCN(C(=O)c3ccco3)CC2)c1C(=O)OC

assay / compound	1	2	3	4	5	6	7	8
Cardio protect	-3	-1	-4	-1	-5	2	-1	0
ABCB6 inh 2	99	100	96	92	99	101	315	93
m5-HT2A agonist	12	2	-4	3	-3	-2	6	-1
Vif inh	39	9	1	5	-12	-4	2	-28
CaV13 ICDI inh	-6	-5	-5	-7	-3	-6	-2	-6
Granule exo inh	8	-6	0	2	-10	0	5	0
PDI inh	-1	4	15	19	-3	6	3	-1
aDG glyco up	0.1	0.1	0.0	0.1	0.1	-0.9	-0.1	0.5
N-glyco inh	1	-6	-1	-1	-2	0	0	-1
iPSC survival up	-0.4	1.4	0.3	4.3	-3.6	-0.2	1.8	0.4

Full records from above. Order of screens: Cardio protect | ABCB6 inh 2 | m5-HT2A agonist | Vif inh | CaV13 ICDI inh | Granule exo inh | PDI inh | aDG glyco up | N-glyco inh | iPSC survival up
O=C1C2=C(C(c3ccccc3)=NCCN2)C(c2cccc([N+](=O)[O-])c2)N1c1ccccc1 (stereo not given) is entered as 2 | 101 | -2 | -4 | -6 | 0 | 6 | -0.9 | 0 | -0.2
NS(=O)(=O)c1ccc(CCNC(=O)c2ccc(Cl)c(S(=O)(=O)N3CCCCC3)c2)cc1 is entered as -5 | 99 | -3 | -12 | -3 | -10 | -3 | 0.1 | -2 | -3.6
CCc1c(C)sc(NC(=O)CN2CCN(C(=O)c3ccco3)CC2)c1C(=O)OC is entered as 0 | 93 | -1 | -28 | -6 | 0 | -1 | 0.5 | -1 | 0.4
O=C1Nc2ccc(Cl)cc2C(=O)C1(F)c1ccccc1 (stereo not given) is entered as -3 | 99 | 12 | 39 | -6 | 8 | -1 | 0.1 | 1 | -0.4
CC(CN1CCN(c2ccccc2)CC1)c1ccccc1 (stereo not given) is entered as -1 | 92 | 3 | 5 | -7 | 2 | 19 | 0.1 | -1 | 4.3

(listing goes on)
#9 COc1ccc(S(=O)(=O)N2CCN(CC(=O)Nc3cccc(OC)c3)CC2)cc1
#10 C/C(=N\Nc1ccc([N+](=O)[O-])cc1[N+](=O)[O-])C(C)(C)C(C(=O)O)C(=O)O
#11 Cc1ccc(NC(=O)C2(c3ccc([N+](=O)[O-])cc3)CCCC2)cc1
#12 CCOC(=O)C1=C(N)OC2=C(C(=O)CCC2)C1c1ccc2c(c1)OCO2 (stereo not given)
#13 C#CCOC(=O)C[N+](C)(C)CC=C
#14 COCCn1cnnc1SCC(=O)c1ccc(S(=O)(=O)N2CCCC2)cc1
#15 O=C(Nc1ccc(S(=O)(=O)Nc2ncccn2)cc1)c1cccc(S(=O)(=O)N2CCOCC2)c1
#16 COc1cccc(C2CC(C(F)(F)F)n3ncc(C(=O)NCc4ccco4)c3N2)c1 (stereo not given)

assay / compound	9	10	11	12	13	14	15	16
Cardio protect	-9	-5	-6	7	4	-1	13	4
ABCB6 inh 2	106	97	98	99	100	90	103	85
m5-HT2A agonist	-7	-2	-1	6	-3	3	2	0
Vif inh	-3	-4	-12	-1	-1	-7	-6	2
CaV13 ICDI inh	-3	-2	-19	3	-5	-5	5	-5
Granule exo inh	-3	1	4	3	5	-1	-4	9
PDI inh	-2	-3	6	0	-3	-3	3	7
aDG glyco up	0.2	-0.1	0.1	0.0	-0.1	0.0	-0.1	-0.4
N-glyco inh	1	0	-6	1	2	0	1	4
iPSC survival up	-0.2	1.4	-0.3	0.1	0.2	-1.6	0.0	0.6

#17 COc1ccc(NC(=O)CSc2nnc(-c3cccs3)n2N)c(OC)c1
#18 Cc1nnsc1-c1nc2ccccc2[nH]1
#19 COCc1cc(=O)[nH]c(SCCS(=O)(=O)c2ccc(Cl)cc2Cl)n1
#20 CN1CCN(S(=O)(=O)c2ccc3c(c2)OCCO3)CC1
#21 CCOc1cc(/C=C(\C#N)C(=O)Nc2ccc(S(N)(=O)=O)cc2)ccc1OCCN1CCOCC1
#22 CC(=O)Nc1ccc(NC(=O)C(C)O/N=C/c2cccc([N+](=O)[O-])c2)cc1 (stereo not given)
#23 CCC(=NC)C1=C(O)CC(c2ccccc2)CC1=O (stereo not given)
#24 CC(O)CNc1nc2c(c(=O)n(C)c(=O)n2C)n1Cc1cccc(Br)c1 (stereo not given)

assay / compound	17	18	19	20	21	22	23	24
Cardio protect	1	-5	-1	8	56*	2	-9	11
ABCB6 inh 2	96	148	100	103	98	101	97	89
m5-HT2A agonist	-2	0	-2	-12	-3	-2	2	9
Vif inh	1	3	0	-1	20	-11	8	-6
CaV13 ICDI inh	-4	-5	-4	-5	-6	-5	-20	-8
Granule exo inh	8	2	55	-2	-2	-1	-6	2
PDI inh	3	-17	-2	-1	-8	4	7	0
aDG glyco up	-0.3	0.3	0.0	-0.1	0.2	0.2	-0.2	1.0
N-glyco inh	4	3	8	2	0	0	-1	0
iPSC survival up	0.5	-1.3	-0.1	2.7	0.0	-2.1	0.3	-1.6

#25 CC(C)CN1C(=S)SC(C)(C)C1n1oc(=O)n(-c2ccc(Cl)cc2)c1=O (stereo not given)
#26 c1ccc2c(c1)Sc1ccccc1-n1cnnc1-2
#27 c1ccc2c(c1)nc(N1CCCCCC1)c1ccccc12
#28 Cc1nc2c(ccc3c([N+](=O)[O-])cccc32)c(C)c1C
#29 COc1cc(C(=O)N2CCN(c3cccc(C)c3C)CC2)cc(OC)c1OC
#30 COCCNC(=O)CN(C(=O)CCC(=O)Nc1nccs1)c1ccc2c(c1)OCO2
#31 Cc1ccccc1CC(=O)NC1CCCCCC1
#32 N#CCC(=O)N1CCN(Cc2ccc3c(c2)OCO3)CC1

assay / compound	25	26	27	28	29	30	31	32
Cardio protect	-17	20	2	0	3	0	8	2
ABCB6 inh 2	89	89	95	99	110	101	96	83
m5-HT2A agonist	0	-5	-1	3	-3	-5	6	-2
Vif inh	2	-6	-4	-2	16	2	13	-2
CaV13 ICDI inh	/	-4	-1	1	-5	-7	-31	-2
Granule exo inh	0	0	-1	-2	10	-4	3	2
PDI inh	-4	-2	-1	-7	/	-4	0	10
aDG glyco up	0.2	0.4	0.0	-0.2	-0.2	0.1	0.0	0.1
N-glyco inh	-5	-2	2	0	16	1	1	3
iPSC survival up	1.3	-0.3	-0.2	0.4	-2.3	1.0	-0.3	-0.4

#33 Cc1ccc(NS(=O)(=O)c2cc(C(=O)N3CCN(CCO)CC3)ccc2C)cc1
#34 Cc1oc2c(c1C(=O)NCCO)CCCC2
#35 COC(=O)c1ccc(C2NC(C(=O)O)CS2)cc1 (stereo not given)
#36 CCCC(=O)Nc1ccc(-c2nc3cc(C)c(C)cc3o2)cc1
#37 CC(C)(C)c1nnc(NC(=O)C2CCN(C(=O)c3ccco3)CC2)s1
#38 CCOc1ccc(C(C)C)cc1S(=O)(=O)Nc1ccc(Cl)cn1
#39 Nc1nc(SCc2c(Cl)cccc2Cl)n[nH]1
#40 O=C(c1ccc(N2CCOCC2)c([N+](=O)[O-])c1)N1CCCCC1

assay / compound	33	34	35	36	37	38	39	40
Cardio protect	4	-2	3	-10	3	-5	-12	3
ABCB6 inh 2	100	102	100	98	95	96	90	98
m5-HT2A agonist	0	-4	2	3	3	-2	-4	-4
Vif inh	19	/	2	-10	3	5	17	1
CaV13 ICDI inh	-2	/	-5	/	-3	-6	-5	-3
Granule exo inh	1	3	-2	1	-14	-2	0	1
PDI inh	-16	-3	1	-7	-7	-9	-1	16
aDG glyco up	0.1	0.1	-0.1	0.3	0.0	0.0	-0.2	0.8
N-glyco inh	1	3	2	-9	0	-1	1	0
iPSC survival up	0.9	-3.3	-0.9	-0.6	-0.1	-1.3	-2.2	-0.4

#41 CN1CC(=O)NC1=NC(=O)c1ccc(Cl)c(S(=O)(=O)N2CCCCCC2)c1
#42 COc1ccc(C2/C=C\CN(C(=O)CC(C)(C)C)CC(=O)N2Cc2ccc(F)cc2)cc1 (stereo not given)
#43 CCCCC(=O)Nc1cc(N(C)C)nc2ccccc12
#44 Cc1nn(CCCC(=O)Nc2c(F)cc(F)cc2Br)c(C)c1[N+](=O)[O-]
#45 Cc1cc(Cl)ccc1OCC(=O)NN1C(=O)C2C3C=CC(C3)C2C1=O (stereo not given)
#46 Cc1ccc(-c2nc3ccccc3c(=O)n2CCN2CCOCC2)cc1
#47 CSc1cccc(NC(=O)/C=C/c2cccc(Cl)c2)c1
#48 CC(=O)OCC(=O)[C@@]1(O)CC[C@H]2[C@@H]3CCC4=CC(=O)CC[C@]4(C)[C@H]3C(=O)C[C@@]21C

assay / compound	41	42	43	44	45	46	47	48
Cardio protect	35	6	5	3	0	2	-7	1
ABCB6 inh 2	102	90	99	94	87	102	96	99
m5-HT2A agonist	4	1	-2	0	1	-3	-7	9
Vif inh	11	21	-3	9	9	6	-15	-9
CaV13 ICDI inh	-5	-9	-3	-6	-4	-5	-3	-4
Granule exo inh	-2	-7	0	-4	-2	-2	-6	0
PDI inh	-11	-2	-1	15	-1	7	6	-2
aDG glyco up	-0.2	0.2	0.5	-0.2	-0.1	0.5	0.3	-0.2
N-glyco inh	4	2	1	1	0	2	2	1
iPSC survival up	6.8	5.4	0.2	0.5	0.0	-0.8	-1.3	3.9

#49 Cc1ccc(NC(=O)CSc2nc(NS(=O)(=O)c3ccccc3)cc(=O)[nH]2)cc1
#50 O=C(O)CSc1nnc(C2COc3ccccc3O2)n1-c1ccccc1 (stereo not given)
#51 CC1CSc2nnc(CCc3ccccc3)n21 (stereo not given)
#52 Cc1cccc(C)c1NC(=O)Nc1ccccc1-n1ccnc1
#53 Nc1nc2ccccc2n1S(=O)(=O)c1ccccc1
#54 O=C(NCc1ccco1)c1ccccc1
#55 COc1ccccc1N1CCN(C(=O)c2ccc(CN3CCc4ccccc4C3)cc2)CC1
#56 Cc1c(C(=O)NC2CCCCC2)oc2ccccc12
#57 O=C1NC(=Nc2ccc(O)cc2)S/C1=C\C=C\c1ccco1

assay / compound	49	50	51	52	53	54	55	56	57
Cardio protect	-4	1	-12	0	-6	8	13	-4	-2
ABCB6 inh 2	99	91	106	96	93	96	95	103	99
m5-HT2A agonist	-1	2	-3	1	2	3	1	5	0
Vif inh	-4	10	4	1	-14	9	-3	-3	16
CaV13 ICDI inh	/	-4	-2	6	-5	-19	-5	-6	-15
Granule exo inh	2	-4	-2	8	-1	-7	0	-11	9
PDI inh	0	3	/	6	6	17	-2	-1	9
aDG glyco up	-0.1	0.1	-0.2	-0.2	0.3	-0.1	0.6	0.2	-0.2
N-glyco inh	5	1	2	1	-2	1	-4	-2	21
iPSC survival up	0.1	1.5	-0.2	0.7	3.8	-0.6	2.9	1.1	-0.7
